Bioassay records: PubChem BioAssay, several laboratories
TbMetRS inhib: T. brucei MetRS inhibitors, primary screen, biochemical, luminescence; purified T. brucei MetRS, ATP depletion, Kinase-Glo luminescence; inhibition, % at 11.9 µM; 360,000 tested, 0.4% active; AID 624268, 2012;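 active means inhibition above a per-plate cutoff of the control wells' mean inhibition plus 3 SD, cut at about 5.5% in these data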;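 further: 0% = DMSO wells median and 100% = median of wells with control inhibitor compound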
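assay system = parasite MetRS enzyme | timing = 15 min preincubation, 2 h reaction, all 25 °C | evaluation = percent inhibition relative to median high and low control wells | medium = HEPES buffer containing pyrophosphatase, BSA, spermine, DTT | compound = single dose, 11.9 µM final nominal, 0.9% final DMSO | detection = Kinase-Glo luminescence, ATP depletion format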
MsrA inhibitor: bovine MsrA enzyme inhibitors, primary screen, biochemical, absorbance, HTS; Methionine sulfoxide reductase A (Bos taurus); purified bovine MsrA, absorbance read-out; inhibition, % at 15.5 µM; 360,000 tested, 0.75% active; AID 651718, 2012; in the data active means inhibition above about 4.5%;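 further: 0% = vehicle wells with enzyme and 100% = reference inhibitor wells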
MsrA act: bovine MsrA enzyme activators, primary screen, biochemical, absorbance, HTS. activation, % at 10.6 µM. purified bovine MsrA, absorbance read-out. 360,000 tested, 0.3% active. AID 602163, 2012. Methionine sulfoxide reductase A (Bos taurus); in the data active means activation above about 7.5%;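 further: 0% = vehicle and 100% = reference activator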
MLLE-PAM2 inh: inhibitors of PABP1 MLLE–PAM2 peptide binding, primary screen, biochemical, fluorescence polarization, FITC-PAM2, GST-MLLE. Polyadenylate-binding protein 1 (Homo sapiens), P11940. inhibition, % at 20 µM. 360,000 tested, 0.36% active; in the data active means inhibition above about 35%, passing the limit was not always enough;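 further: plate controls were DMSO wells with GST-MLLE for no effect and wells lacking GST-MLLE protein for full effect; some results filed as inactive read as strong as hits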
eLon inh: inhibitors of E. coli Lon protease, primary screen, biochemical, fluorescence polarization; inhibition, % at 7.94 µM; 360,000 tested, 0.42% active; P0A9M0; purified E. coli Lon protease; AID 602123, 2011; in the data active means inhibition above about 13%, passing the limit was not always enough;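 further: 0% = enzyme with probe and DMSO and 100% = no enzyme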
CSN deneddyl inh: inhibitors of CSN-mediated cullin deneddylation, primary screen, biochemical, fluorescence polarization, uHTS; inhibition, % at 12.5 µM; 360,000 tested, 0.38% active; Purified CSN, SCF-Nedd8-OG deneddylation;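 active means pattern-corrected inhibition above about 35%, with an unprinted fluorescence ratio check between 0.5 and 1.5, limit read from the data, passing the limit was not always enough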;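 further: 0% = enzyme with substrate and 100% = substrate without enzyme; some results filed as inactive read as strong as hits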
Target sequence (Q92905 whole entry, looked up, one chain of several): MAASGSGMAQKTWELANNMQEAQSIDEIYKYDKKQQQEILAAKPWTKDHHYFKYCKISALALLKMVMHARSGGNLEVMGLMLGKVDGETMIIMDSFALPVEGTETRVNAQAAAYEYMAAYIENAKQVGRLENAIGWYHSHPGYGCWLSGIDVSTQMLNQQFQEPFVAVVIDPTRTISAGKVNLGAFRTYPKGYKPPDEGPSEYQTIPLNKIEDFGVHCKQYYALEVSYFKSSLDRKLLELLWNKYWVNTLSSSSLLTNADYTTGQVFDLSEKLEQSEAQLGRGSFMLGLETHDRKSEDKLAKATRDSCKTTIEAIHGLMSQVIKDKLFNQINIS
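Detection – fluorescence polarization · System – HEK293T-derived human Csn5 enzyme · Controls – substrate-only high control, full reaction low control · Timing – 90 min, room temperature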
Rin1 Abl inh: inhibitors of Rin1-Abl protein binding, primary screen, biochemical, TR-FRET; inhibition, % at 7.35 µM; 360,000 tested, 0.4% active; AID 588664, 2011; Tyrosine-protein kinase ABL1 (Homo sapiens) + Ras and Rab interactor 1 (Homo sapiens), …; in the data active means inhibition above about 5%, passing the limit was not always enough
Neddylation inh: inhibitors of cullin neddylation, primary screen, biochemical, TR-FRET, uHTS, NAE and Ubc12 | calls only at 25 µM | 360,000 tested, 0.58% active; in the data active means inhibition above about 36%
Target sequence (P61081 whole entry, looked up): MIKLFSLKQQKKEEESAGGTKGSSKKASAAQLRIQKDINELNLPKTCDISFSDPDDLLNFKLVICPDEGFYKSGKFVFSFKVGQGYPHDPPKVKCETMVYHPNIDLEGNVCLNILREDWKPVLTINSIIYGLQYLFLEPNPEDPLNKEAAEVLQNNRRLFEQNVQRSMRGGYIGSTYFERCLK
Target sequence (Q13564 whole entry, looked up): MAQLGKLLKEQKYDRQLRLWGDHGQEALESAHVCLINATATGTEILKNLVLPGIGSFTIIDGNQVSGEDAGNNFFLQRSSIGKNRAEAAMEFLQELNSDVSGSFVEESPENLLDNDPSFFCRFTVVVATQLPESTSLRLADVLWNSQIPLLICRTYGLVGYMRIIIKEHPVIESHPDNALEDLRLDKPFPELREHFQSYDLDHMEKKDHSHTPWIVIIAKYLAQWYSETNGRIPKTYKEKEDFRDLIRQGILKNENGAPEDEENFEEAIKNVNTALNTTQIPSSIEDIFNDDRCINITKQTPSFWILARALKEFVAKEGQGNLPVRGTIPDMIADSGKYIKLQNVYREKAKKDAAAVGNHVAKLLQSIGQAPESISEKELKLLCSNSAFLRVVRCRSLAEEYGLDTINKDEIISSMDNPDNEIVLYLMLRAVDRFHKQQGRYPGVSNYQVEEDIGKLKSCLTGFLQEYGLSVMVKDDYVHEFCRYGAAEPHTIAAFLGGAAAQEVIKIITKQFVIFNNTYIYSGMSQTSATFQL
FAS TE block: FAS thioesterase domain inhibitors, primary screen, biochemical, fluorescence intensity, uHTS; Fatty acid synthase (Homo sapiens), P49327; recombinant FAS-TE, OMFH fluorogenic substrate, fluorescence endpoint; inhibition, % at 15 µM; 360,000 tested, 0.67% active;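 active means compounds whose normalised, plate-corrected inhibition of enzyme fluorescence in the single-dose primary screen is 50% or more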;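 further: 0% = DMSO with enzyme and 100% = substrate without enzyme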
The depositor's hits bear a star; i = inactive; nt = no result given; & = joins results of further samples. Not a hit list; 4% or so of the library scored in one or more.

1. S=c1[nH]nc(Nc2ccccc2Cl)s1
2. COC(Cc1nnc(SC)n1-c1ccccc1)OC
3. Cc1cccc(OCC(=O)N2CCC(N3CCCCCC3)CC2)c1
4. O=C1C2CCCCN2C(=O)N1CCCCN1CCN(c2ccc(F)cc2)CC1 (stereo not drawn)
5. CC1Cc2cc(S(=O)(=O)N3CCCC(C(=O)N4CCCCC4)C3)ccc2N1C(=O)C1CC1 (stereo not drawn)
6. Cc1[nH][nH]c(=O)c1C(c1ccc(-c2ccc(Cl)c(Cl)c2)o1)c1c(C)[nH][nH]c1=O
7. COc1ccc(C2/C=C\CN(C(=O)Oc3ccc(C(F)(F)F)cc3)CC(=O)N2Cc2ccc(F)cc2)cc1 (stereo not drawn)
8. CN(C(=O)COc1cc(=O)n(C)c2ccccc12)c1ccc(Cl)cc1
9. COc1cc(NS(=O)(=O)c2ccc(-n3cccn3)cc2)cc(OC)c1
10. CC1=C(C(=O)Nc2ccc(C)cc2)C(c2ccc(N(C)C)cc2)NC(=O)N1 (stereo not drawn)

Assay by compound	1	2	3	4	5	6	7	8	9	10
TbMetRS inhib	-0.2	-1.3	-0.9	-0.6	0.3	-0.3	-0.4	0.7	-0.1	-0.3
MsrA inhibitor	0.8	0.2	0.7	0.8	0.0	-0.5	-0.7	0.9	nt	0.8
MsrA act	5	-15	-8	0	-3	-8	-10	-3	-1	-2
MLLE-PAM2 inh	20	3	-4	-3	4	29	-11	-1	-6	-4
eLon inh	-6	-11	-6	-4	2	-6	12	4	-11	-8
CSN deneddyl inh	-1	-2	1	2	2	2	-6	0	1	5
Rin1 Abl inh	3	-1	-2	-1	-1	13*	6	1	1	-2
Neddylation inh	i	i	i	i	i	i	i	i	i	i
FAS TE block	-8	-7	-7	-3	-3	41	15	4	0	-4

An excerpt from above in order of the eLon inh value, smallest number first:
#	Molecule	TbMetRS inhib	MsrA inhibitor	MsrA act	MLLE-PAM2 inh	eLon inh	CSN deneddyl inh	Rin1 Abl inh	Neddylation inh
9	COc1cc(NS(=O)(=O)c2ccc(-n3cccn3)cc2)cc(OC)c1	-0.1	nt	-1	-6	-11	1	1	i
10	CC1=C(C(=O)Nc2ccc(C)cc2)C(c2ccc(N(C)C)cc2)NC(=O)N1 (stereo not drawn)	-0.3	0.8	-2	-4	-8	5	-2	i
4	O=C1C2CCCCN2C(=O)N1CCCCN1CCN(c2ccc(F)cc2)CC1 (stereo not drawn)	-0.6	0.8	0	-3	-4	2	-1	i
5	CC1Cc2cc(S(=O)(=O)N3CCCC(C(=O)N4CCCCC4)C3)ccc2N1C(=O)C1CC1 (stereo not drawn)	0.3	0.0	-3	4	2	2	-1	i
7	COc1ccc(C2/C=C\CN(C(=O)Oc3ccc(C(F)(F)F)cc3)CC(=O)N2Cc2ccc(F)cc2)cc1 (stereo not drawn)	-0.4	-0.7	-10	-11	12	-6	6	i

(further entries)
11. CSc1ccccc1C(=O)N(CC1CCCO1)c1c(N)n(Cc2ccccc2)c(=O)[nH]c1=O (stereo not drawn)
12. Cc1ccc(NC(=O)C2(C)CCN2C(=O)C2CCCCC2)cc1C (stereo not drawn)
13. Cc1c(CC(=O)N[C@@H](C)C(=O)O)c(=O)oc2c(C)c3occ(-c4ccccc4)c3cc12
14. Cc1ccc(-c2cnc(C(O)c3cccc(Cl)c3)[nH]2)cc1 (stereo not drawn)
15. COc1ccc(CC(=O)Nc2cc(C)on2)cc1OC
16. N#Cc1c(C#N)c(O)c2ccccc2c1O
17. NC(c1cccc(F)c1)c1nc(-c2ccc(Cl)cc2)cs1 (stereo not drawn)
18. Cc1ccc2nc(NC(=O)CSCc3ccccc3)sc2c1
19. CC(C)(C)Cc1c(-c2ccccc2)nc2ccc(Cl)cn12
20. CC(C)n1ncc2c(C(=O)Nc3ccc(S(C)(=O)=O)cc3)cc(C3CC3)nc21

Assay by compound	11	12	13	14	15	16	17	18	19	20
TbMetRS inhib	-0.5	0.3	-0.5	1.2	0.3	0.2	-0.2	-1.6	-0.6	-0.4
MsrA inhibitor	0.3	1.9	1.5	nt	-0.4	0.8	0.9	0.2	0.7	0.9
MsrA act	-7	0	-9	-2	-1	-2	0	-10	-3	-5
MLLE-PAM2 inh	10	-1	-10	7	0	29	2	21	17	-3
eLon inh	2	-3	-2	7	9	4	-6	-16	-15	2
CSN deneddyl inh	1	3	4	1	10	3	3	0	0	0
Rin1 Abl inh	-3	-2	2	1	-4	-2	3	3	-1	-2
Neddylation inh	i	i	i	i	i	i	i	i	i	i
FAS TE block	-6	0	-10	2	-7	-11	12	-14	24	11

21. CCOC(=O)C1(NC(=O)C2(N3C(=O)c4ccccc4C3=O)CCCC2)CCCC1
22. CCCCCCCCCCCC(=O)N1CC(=O)NC(=O)C1
23. COC(=O)c1cc(S(=O)(=O)N2CCN(c3ccccc3OC)CC2)cn1C
24. Cc1cc(C)c2oc(-c3cccc(N)c3)nc2c1
25. NC(=O)CSc1nnc(-c2ccc(S(=O)(=O)N3CCCC3)cc2)n1Cc1ccco1
26. CC(=O)N1CCOc2ccc(S(=O)(=O)Nc3ccc(C)cn3)cc21
27. CC(c1nc2ccccc2c(=O)[nH]1)N1CCN(C)CC1 (stereo not drawn)
28. CCCC1CC(CSc2ncn[nH]2)OC1=O (stereo not drawn)
29. Cc1cc(C(=O)CSc2nnc(N)s2)c(C)n1CCc1ccc(F)cc1
30. CC[C@]12c3[nH]c4ccc(Cl)cc4c3CCN1C(=O)[C@@H](CC(=O)NCC13CC4CC(CC(C4)C1)C3)C[C@@H]2C(=O)N1CCN(C(=O)c2ccco2)CC1

Assay by compound	21	22	23	24	25	26	27	28	29	30
TbMetRS inhib	-0.3	-0.6	-0.3	-0.6	0.0	-1.0	0.1	0.1	-0.3	-1.1
MsrA inhibitor	-0.9	2.7	-0.6	0.9	nt	1.6	1.6	-0.2	1.2	0.6
MsrA act	-8	-3	-4	1	-1	-6	-4	-3	-1	-9
MLLE-PAM2 inh	-4	0	-5	-5	-97	12	3	-12	28	0
eLon inh	3	-3	2	-5	-4	-5	-2	4	2	5
CSN deneddyl inh	4	3	1	0	2	2	0	5	5	2
Rin1 Abl inh	-2	2	3	0	3	-2	-1	-1	0	21*
Neddylation inh	i	i	i	nt	i	i	i	i	i	i
FAS TE block	-2	3	0	4	-6	-6	-11	-10	-56	15

Compound profiles (already shown). Values in the order: TbMetRS inhib | MsrA inhibitor | MsrA act | MLLE-PAM2 inh | eLon inh | CSN deneddyl inh | Rin1 Abl inh | Neddylation inh | FAS TE block
`CCCC1CC(CSc2ncn[nH]2)OC1=O` (stereo not drawn) across the screens: 0.1 | -0.2 | -3 | -12 | 4 | 5 | -1 | i | -10
`CC(=O)N1CCOc2ccc(S(=O)(=O)Nc3ccc(C)cn3)cc21` across the screens: -1.0 | 1.6 | -6 | 12 | -5 | 2 | -2 | i | -6

The listing continues.
31. CC1CCCC(C)N1C(=O)COC(=O)CN1C(=O)c2ccccc2C1=O (stereo not drawn)
32. O=C1c2cccnc2C(=O)N1Cc1ccco1
33. CC(C)(C)c1ccc(C(=O)N2CCC(C(=O)NCc3ccncc3)CC2)cc1
34. CCN(CC(=O)NCc1cccs1)C(=O)c1ccc(S(=O)(=O)N(C)C)cc1
35. O=C(CSc1nnc(Cn2c(=O)sc3ccccc32)n1CCc1ccccc1)N1CCOCC1
36. CCOC(=O)C1CCCN(S(=O)(=O)c2ccc(-n3cnnn3)c(C)c2)C1 (stereo not drawn)
37. FC(F)(F)c1ccccc1Cc1c(C2CCCCC2)nc2c3ccccc3ccn12
38. Nc1nc2ccccc2n1/N=C/c1ccc(Br)cc1
39. Cc1cc(C)cc(N(CC(=O)N2CCN(c3ccccc3)CC2)S(=O)(=O)c2c(C)noc2C)c1
40. COCCNC(=O)C1(C)CCCN(C(=O)c2ccc(C(F)(F)F)cc2)C1 (stereo not drawn)

Assay by compound	31	32	33	34	35	36	37	38	39	40
TbMetRS inhib	0.0	-0.3	-0.6	0.1	-0.9	0.1	-1.3	1.1	0.0	0.0
MsrA inhibitor	-0.1	1.7	nt	0.9	-0.6	-0.5	0.0	1.2	0.0	0.1
MsrA act	-4	-4	-5	0	-12	-2	-15	-5	-3	2
MLLE-PAM2 inh	-9	6	4	6	-95	0	9	-4	0	-2
eLon inh	-7	2	2	-4	-6	-4	-7	-14	0	-7
CSN deneddyl inh	-1	-2	5	-12	-8	1	0	2	-4	2
Rin1 Abl inh	0	0	-1	0	2	3	5	2	-1	-2
Neddylation inh	i	i	i	i	i	i	i	i	i	i
FAS TE block	-7	-7	-9	-2	-10	2	-3	4	16	-6

41. Cc1ccc(C(C(=O)NC2CCCCC2)N(CCC(C)C)C(=O)CNC(=O)c2ccco2)o1 (stereo not drawn)
42. Cc1cc(/C=N/Nc2ccc([N+](=O)[O-])cn2)c(C)n1-c1ccc(C(=O)O)cc1
43. N#CC(C#N)=C1CCCc2sccc21
44. CCCn1c(/N=C/c2cc(OC)ccc2O)nc2ccccc21
45. Cc1ccc(-n2c(-c3cc(-c4ccco4)[nH]n3)n[nH]c2=S)c(Br)c1
46. O=C(Nc1ccc(F)cc1)c1ccc(=O)[nH]n1
47. O=C1CC(c2ccc(S(=O)(=O)N3CCN(c4ccccc4)CC3)cc2)CN1 (stereo not drawn)
48. COc1cc2nc(CN3CCN(S(=O)(=O)c4ccc(C)c(C)c4)CC3)[nH]c(=O)c2cc1OC
49. O=C(NCCc1ccccc1F)C1CC(=O)N(c2cccc(C(F)(F)F)c2)C1 (stereo not drawn)
50. COc1ccccc1Nc1ccc(S(=O)(=O)N2CCCCC2)cc1[N+](=O)[O-]
51. O=C(COc1ccc(Cl)cc1)N1CCN(Cc2ccc3c(c2)OCO3)CC1

Assay by compound	41	42	43	44	45	46	47	48	49	50	51
TbMetRS inhib	-0.1	-0.1	0.0	1.9	0.2	-0.5	-1.6	-0.7	0.1	-0.7	1.9&1.7
MsrA inhibitor	-0.9	1.7	1.9	-0.5	-0.8	-0.2	-1.8	1.1	0.5	1.9	-0.1&0.5
MsrA act	2	-6	-5	-2	-3	-2	-7	-8	-1	-7	1&-1
MLLE-PAM2 inh	-13	-104	17	-3	-75	-5	-5	-5	-24	-8	9&8
eLon inh	-5	-21	-4	5	-5	1	0	-3	-8	-2	0&9
CSN deneddyl inh	1	53*	-1	-2	7	-7	3	3	1	-14	-5&4
Rin1 Abl inh	3	1	-2	-2	0	-1	6	3	-1	-2	-5&4
Neddylation inh	i	i	i	i	i	i	i	i	i	i	i
FAS TE block	3	36	24	-9	-7	-3	-7	0	14	14	7&7
